# Compound activity deposited in PubChem BioAssay by several laboratories.
# HTR1E agonist = agonists of human 5-HT1E serotonin receptor; CHO 5-HT1E Ga15 NFAT-bla reporter, FRET; 0% DMSO wells, 100% control agonist wells; P28566; 65,000 compounds, 0.69% hits; activation, % at 6 µM;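 active means activation above a set limit, the screen-wide mean activation plus 3 SD, cut at about 8.5% in these data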;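 further: 100% = positive control agonist at 1 µM giving full maximal response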
# 5HT1E antag = 5-HT1E (human) receptor antagonism | P28566 | CHO 5-HT1E Ga15 NFAT-bla reporter, FRET, antagonist | inhibition, % at 6 µM | 65,000 compounds, 0.99% hits | AID 571;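 active means inhibition above a set limit, the mean inhibition across every tested compound plus 3 SD, cut at about 29% in these data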;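 further: signal is the 460 over 535 nm emission ratio of beta-lactamase substrate; 0% = agonist plus DMSO wells and 100% = wells without agonist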
# M1 antag = M1 muscarinic receptor (rat) antagonism; CHO-M1 cells, Fluo-4 calcium, ACh EC80 antagonist mode; active compounds read low; P08482; B-score at 10 µM; 64,000 compounds, 3.4% hits;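 active means calcium fluorescence response, raw or row-and-column corrected B-score, differing from the plate sample mean either way at a set confidence level, mostly lower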
# HEK293 NFkB inh = lowers PMA/ionomycin-induced NF-kB signal in HEK293 cells | inhibition, % at 3 µM | AID 465 | 62,000 compounds, 0.21% hits | HEK-293 NF-kB luciferase reporter, luminescence;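 active means inhibition above the mean of all tested compounds plus 3 SD, cut at about 40% in these data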;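 further: 0% = stimulated DMSO wells and 100% = 10 µM reference inhibitor 5653914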
#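 Material: HEK-293 cells with stable firefly luciferase reporter driven by four HIV NF-kB elements / Also added: PMA plus ionomycin mix as NF-kB-activating stimulus / Compound dosing: 3 µM once, 0.30% DMSO / Times: 1 h pretreatment, 16 h stimulation, 37 °C / Signal: luminescence / Evaluation: per-plate % inhibition versus controls / Benchmarks: DMSO and 10 µM reference inhibitor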
# Her2 expr inh = lowers expression of human Her2 kinase; 65,000 compounds, 0.69% hits; SKBR-3 HER2 protein level, AlphaScreen, 18-24 h; active compounds read low; P04626; HER2 level % of control, % at 10 µM;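 active means HER2 level under 5% of the carrier-only control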;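 further: 100% = DMSO carrier and 0% = 500 nM PU-H71 HSP90 inhibitor; lower value means stronger loss of Her2 protein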
# Target sequence (P04626 whole entry, looked up): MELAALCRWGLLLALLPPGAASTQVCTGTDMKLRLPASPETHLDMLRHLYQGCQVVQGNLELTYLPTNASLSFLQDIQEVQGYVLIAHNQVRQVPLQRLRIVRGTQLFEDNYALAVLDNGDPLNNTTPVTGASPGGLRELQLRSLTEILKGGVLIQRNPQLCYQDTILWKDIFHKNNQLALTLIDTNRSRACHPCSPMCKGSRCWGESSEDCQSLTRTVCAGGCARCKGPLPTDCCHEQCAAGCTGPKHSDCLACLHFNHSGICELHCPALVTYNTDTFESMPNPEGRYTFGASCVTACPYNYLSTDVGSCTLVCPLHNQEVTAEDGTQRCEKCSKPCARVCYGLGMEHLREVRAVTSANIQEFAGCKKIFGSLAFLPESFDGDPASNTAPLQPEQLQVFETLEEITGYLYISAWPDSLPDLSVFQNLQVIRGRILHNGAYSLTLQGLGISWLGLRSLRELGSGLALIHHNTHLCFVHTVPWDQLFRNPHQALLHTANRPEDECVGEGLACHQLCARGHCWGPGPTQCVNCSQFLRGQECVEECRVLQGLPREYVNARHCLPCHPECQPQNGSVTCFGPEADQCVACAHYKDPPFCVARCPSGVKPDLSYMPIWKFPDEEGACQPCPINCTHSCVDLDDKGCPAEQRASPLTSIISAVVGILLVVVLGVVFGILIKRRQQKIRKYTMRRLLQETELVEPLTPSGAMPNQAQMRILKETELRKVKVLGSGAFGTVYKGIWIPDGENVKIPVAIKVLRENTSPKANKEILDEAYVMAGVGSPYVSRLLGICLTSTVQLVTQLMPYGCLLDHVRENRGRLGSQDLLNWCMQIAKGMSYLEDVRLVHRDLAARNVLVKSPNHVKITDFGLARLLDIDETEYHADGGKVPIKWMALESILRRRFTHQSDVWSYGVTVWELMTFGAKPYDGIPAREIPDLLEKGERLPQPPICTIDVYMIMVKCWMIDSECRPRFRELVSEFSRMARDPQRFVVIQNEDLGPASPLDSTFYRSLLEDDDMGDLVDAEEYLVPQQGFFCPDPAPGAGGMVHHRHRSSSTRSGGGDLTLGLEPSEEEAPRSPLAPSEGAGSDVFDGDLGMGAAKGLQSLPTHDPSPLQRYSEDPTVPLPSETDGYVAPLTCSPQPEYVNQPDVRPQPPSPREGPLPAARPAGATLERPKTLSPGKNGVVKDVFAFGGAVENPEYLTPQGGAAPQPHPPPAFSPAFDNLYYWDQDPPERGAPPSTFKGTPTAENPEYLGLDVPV
# S1P1 ag-PAM = agonists and agonism potentiators of human S1P1 receptor; P21453; S1P1 CRE-bla cells, forskolin, beta-lactamase FRET, potentiator mode; S1P1 agonist co-added at EC20, 2 nM; 100% = saturating reference agonist, 0% = basal; activation, % at 9.5 µM; 56,000 compounds, 0.57% hits;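 active means activation above a cutoff set at the mean activation of all tested compounds plus 3 SD, cut at about 54% in these data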;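 further: forskolin at 4 µM as EC80 and the EC20 agonist is SEW2871; 100% = SEW2871 at its EC100 plus forskolin at EC80; some compounds past the cut are filed as inactive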
# Jurkat viability = reduces viability or proliferation of Jurkat cells; Jurkat E6.1 viability, ATP luminescence, 48 h; inhibition, % at 4 µM; 56,000 compounds, 1.2% hits; AID 463;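 active means inhibition above the mean inhibition of all tested compounds plus 3 SD, cut at about 28% in these data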
# S1P3 ag = agonists of human S1P3 receptor. Q99500. S1P3 NFAT-BLA reporter cells, agonism, FRET ratio; relative to 1 µM S1P, basal subtracted. activation, % at 4.5 µM. 60,000 compounds, 0.1% hits;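 active means activation above the screen-wide mean plus 3 SD, cut at about 4.5% in these data, passing the limit was not always enough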; further: some compounds called inactive have numbers as strong as hits
#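 material = human S1P3 NFAT-BLA reporter CHO cells | schedule = 4 h compound at 37 °C, 2 h substrate at RT | measured by = fluorescent BLA substrate, ex 405 nm, em 460/535 nm ratio | controls = 1 µM S1P reference | replication = primary once, confirmation triplicate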
# M1 agonist = activates the M1 muscarinic receptor; 64,000 compounds, 3% hits; B-score at 10 µM; CHO-M1 cells, Fluo-4 calcium fluorescence, agonist mode; active compounds read high; AID 626;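 active means fluorescence rise, raw or as B-score row- and column-corrected plate score, outside the 99.7% band of its plate's samples, either direction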
# Starred values were filed as active, the others as inactive; · = no result given.
SMILES,HTR1E agonist,5HT1E antag,M1 antag,HEK293 NFkB inh,Her2 expr inh,S1P1 ag-PAM,Jurkat viability,S1P3 ag,M1 agonist
Cc1ccccc1NC(=O)Cc1nc(CSc2nnc(C3CCCCC3)n2N)cs1,0.5,1,-0.35,14,112,·,·,·,0.04
COc1cccc(C2/C(=C(/O)c3ccncc3)C(=O)C(=O)N2CCCN(C)C)c1 (centres undefined),-0.3,-4,-0.24,13,79,-10,-1,-0.1,0.067
Cc1cccc(OCCC(=O)Nc2ccc(S(=O)(=O)N3CCCC3)cc2)c1,0.0,3,0.14,0,129,-2,3,-1.4,-0.3
Cc1cc(C)c(C)c(S(=O)(=O)NCC(=O)N2CCCC2)c1C,0.6,-12,-0.043,7,129,-4,-7,0.2,-0.6
O=C1CCCC(O)=C1C=Nc1ccc(O)cc1,-1.2,15,1.1,15,124,-10,10,-2.7,-0.98
COc1ccc(NC(=O)N(CCC(C)C)C(C)c2ccccn2)c(OC)c1 (centres undefined),1.3,-5,0.9,10,85,-6,2,-0.4,0.46
CC(=O)Cc1nsc(NC(=O)c2ccc(-c3cccc(C(F)(F)F)c3)o2)n1,-0.4,-11,0.9,6,58,11,3,-0.1,0.63
O=C1CCCN1c1ccc(S(=O)(=O)NCc2ccco2)cc1,0.0,-2,0.004,·,64,9,·,-1.4,-0.027
COc1ccc(-c2noc(CCC(=O)N3CCN(Cc4ccccc4)CC3)n2)cc1,0.7,8,0.039,19,54,·,·,·,-1.7
O=C(C1=COCCO1)N1CCN(S(=O)(=O)c2cccc(Cl)c2Cl)CC1,-0.5,-3,-0.37,21,89,2,-3,-0.4,-0.083
CC(C)CCOc1ccc(C2(C)NC(=O)N(CN3CCOCC3)C2=O)cc1 (centres undefined),-0.2,18,0.13,-1,108,17,9,-0.8,-0.41
CCOC(=O)CCCOC(=O)c1ccc(S(=O)(=O)N(C)C)cc1,-0.5,0,-0.2,0,78,·,·,·,0.084
Cc1noc(C)c1COC(=O)c1cc2c3ccccc3n(C)c2s1,0.1,-1,-0.43,9,74,32,-4,0.7,-0.061
COc1ccc2nc(NC(=O)CN3CCN(C)CC3)sc2c1,0.0,5,0.24,18,117,9,4,-0.5,-0.074
COC(=O)C1=C(C(=O)c2ccc(C)cc2)C(c2ccc(OC)c(OC)c2)n2nnnc2N1 (centres undefined),1.0,-3,-0.0095,-2,90,·,·,·,0.41
COc1ccccc1CNC(=O)CCCN1C(=O)COc2ccc(C)cc21,0.3,0,0.98,18,52,6,5,-0.4,0.53
CCOc1cc(N2CCOCC2)c(OCC)cc1NC(=O)COc1cccc2cccnc12,-0.2,12,-1.1,18,47,12,38*,-0.7,4.8*
Cn1c(=O)oc2cc(S(=O)(=O)Nc3ccc4c(c3)OCCO4)ccc21,0.1,1,-0.59,12,102,-4,13,-0.8,-0.49
CCOC(=O)CSc1nnc(CNC(=O)c2cccs2)n1-c1ccccc1,0.0,6,-0.46,-1,96,20,6,-0.9,0.44
CCC(NC(=O)c1ccccc1NC(=O)c1ccco1)C(=O)O (centres undefined),-0.9,17,-0.13,7,100,6,3,-0.3,0.45
CCNC(=O)C1CCN(S(=O)(=O)c2ccc(F)cc2)CC1,0.4,-9,0.95,9,92,-44,3,0.3,-0.16
CC1(C)CC(=O)c2cc(OCC(=O)NCCN3CCCc4ccccc43)ccc2O1,0.3,16,-0.012,6,83,-2,3,-1.4,0.8
O=C(CSc1nc2ccccc2o1)N1CCN(c2ccccc2)CC1,1.5,-5,-0.12,5,56,·,·,·,-0.71
COC(=O)/C=c1/s/c(=C(\C#N)C(=O)NCc2ccco2)n(-c2ccc(C)cc2)c1=O,1.1,-7,0.91,12,120,-10,-2,-0.9,-0.65
Cc1c(C(=O)N2CCCC2)nnn1-c1nonc1N,0.0,1,0.23,11,121,3,-2,-0.5,0.17
COc1cc(NC(=O)c2cc(CC(C)C)on2)c(OC)cc1Cl,1.2,-14,0.032,6,108,-2,-4,-0.2,-0.64
O=C(CSc1nnc([C@@H]2CCCN2)o1)c1ccc(Cl)cc1,0.8,-3,·,-5,96,-16,-9,0.8,·
Cc1cc(OC(=O)c2ccccc2)n(CCC#N)n1,0.6,6,-0.054,15,108,8,1,-1.5,-1.6
CCc1nc2cc(C)nn2c2nc3ccccc3n12,-0.6,7,-0.37,8,106,-34,-4,-0.5,-0.068
COc1ccc(C(=O)Nc2ccccc2C(=O)NC(C(=O)NCc2ccco2)C(C)C)cc1 (centres undefined),0.2,-1,0.74,14,8,10,1,-0.5,0.34
COCCCNC(=O)c1ccc(CS(=O)(=O)Cc2cccc(C)c2)o1,-0.6,18,0.46,14,64,-3,-1,-0.2,0.89
CC(C)c1cc(CN2CCN(CCC#N)CC2)cc(C(C)C)c1O,0.7,-2,-0.12,18,157,-5,2,-0.6,27*
Cc1c(O)ccc2c3c(c(=O)oc12)CCC(C)C3 (centres undefined),0.7,-11,-1.1,8,70,-23,4,0.2,0.6
Cn1cc(Cl)c(C(=O)N(Cc2ccccc2)c2ccccn2)n1,1.1,2,0.48,-4,106,-13,0,-0.8,-0.18
CCn1c(SCC(=O)N2CCN(c3ccc(F)cc3)CC2)nnc1-c1ccncc1,0.5,-8,0.23,13,106,-28,1,-0.6,-0.83
Cc1nnc(SCC(=O)NCc2ccc3c(c2)OCO3)[nH]c1=O,-1.6,-13,0.26,1,102,-10,-4,-0.2,-0.11
Cc1cc2oc(=O)cc(CN3CCc4ccccc43)c2cc1Cl,-0.3,4,-0.46,28,102,-3,-8,0.7,0.27
COc1ccc(-c2nnc(SC)n2C)cc1,0.9,-9,0.32,20,96,2,-3,-0.9,-0.38
CCn1cc(C(=O)NCC2CCCO2)c(=O)c2cc(F)c(N3CCN(C)CC3)cc21 (centres undefined),0.7,12,-1.8,·,132,-11,·,0.6,1.5
CC1=C(C(=O)OCCOC(C)C)C(c2cccnc2)C2=C(CCCC2=O)N1 (centres undefined),0.2,0,-0.092,20,81,-24,-4,-0.5,-0.35
COc1cc(C(=O)NCc2cn3ccsc3n2)cc(OC)c1OC,2.3,-15,0.62,14,67,-40,-4,-0.5,0.56
O=C(NCc1ccco1)C1OCCc2ccccc21 (centres undefined),-1.4,3,-0.13,-3,96,-12,-5,0.6,0.66
Cc1cc(Cl)c(S(=O)(=O)Nc2ccc3c(c2)OCCO3)cc1OCC(N)=O,-0.5,6,0.073,10,42,·,6,0.2,-1.9
O=C(CSc1ncccc1-c1nc2ccccc2[nH]1)N1CCN(c2ccccc2F)CC1,8.7*,6,-0.41,23,121,5,4,-0.1,-0.3
CCOC(=O)C1=C(CNCc2ccc(C)cc2)NC(=O)NC1c1ccc(OC)cc1 (centres undefined),-0.4,0,0.67,21,108,-46,35*,-0.5,0.063
Cc1ccc2c(c1)C1CN(C)CCC1N2CC(=O)N(C)c1ccccc1 (centres undefined),-0.4,11,0.24,14,97,-22,0,0.2,0.24
O=C(c1ccc(CS(=O)(=O)c2ccc(Br)cc2)o1)N1CCN(C2CCCCC2)CC1,0.9,2,-0.17,16,96,-26,4,-1.7,-1.3
O=C(NCc1cccs1)C1CCN(S(=O)(=O)c2ccc3c(c2)OCCO3)CC1,-0.6,6,0.76,14,109,10,2,-0.2,-0.22

# Part of the list above in another layout.
SMILES	HTR1E agonist	5HT1E antag	M1 antag	HEK293 NFkB inh	Her2 expr inh	S1P1 ag-PAM	Jurkat viability	S1P3 ag	M1 agonist
Cc1nnc(SCC(=O)NCc2ccc3c(c2)OCO3)[nH]c1=O	-1.6	-13	0.26	1	102	-10	-4	-0.2	-0.11
Cc1cc2oc(=O)cc(CN3CCc4ccccc43)c2cc1Cl	-0.3	4	-0.46	28	102	-3	-8	0.7	0.27
COc1ccc(-c2nnc(SC)n2C)cc1	0.9	-9	0.32	20	96	2	-3	-0.9	-0.38
CCn1cc(C(=O)NCC2CCCO2)c(=O)c2cc(F)c(N3CCN(C)CC3)cc21 (centres undefined)	0.7	12	-1.8	·	132	-11	·	0.6	1.5
CC1=C(C(=O)OCCOC(C)C)C(c2cccnc2)C2=C(CCCC2=O)N1 (centres undefined)	0.2	0	-0.092	20	81	-24	-4	-0.5	-0.35
COc1cc(C(=O)NCc2cn3ccsc3n2)cc(OC)c1OC	2.3	-15	0.62	14	67	-40	-4	-0.5	0.56
O=C(NCc1ccco1)C1OCCc2ccccc21 (centres undefined)	-1.4	3	-0.13	-3	96	-12	-5	0.6	0.66
Cc1cc(Cl)c(S(=O)(=O)Nc2ccc3c(c2)OCCO3)cc1OCC(N)=O	-0.5	6	0.073	10	42	·	6	0.2	-1.9
O=C(CSc1ncccc1-c1nc2ccccc2[nH]1)N1CCN(c2ccccc2F)CC1	8.7*	6	-0.41	23	121	5	4	-0.1	-0.3
CCOC(=O)C1=C(CNCc2ccc(C)cc2)NC(=O)NC1c1ccc(OC)cc1 (centres undefined)	-0.4	0	0.67	21	108	-46	35*	-0.5	0.063
Cc1ccc2c(c1)C1CN(C)CCC1N2CC(=O)N(C)c1ccccc1 (centres undefined)	-0.4	11	0.24	14	97	-22	0	0.2	0.24
O=C(c1ccc(CS(=O)(=O)c2ccc(Br)cc2)o1)N1CCN(C2CCCCC2)CC1	0.9	2	-0.17	16	96	-26	4	-1.7	-1.3
O=C(NCc1cccs1)C1CCN(S(=O)(=O)c2ccc3c(c2)OCCO3)CC1	-0.6	6	0.76	14	109	10	2	-0.2	-0.22

# Additional results
SMILES,HTR1E agonist,5HT1E antag,M1 antag,HEK293 NFkB inh,Her2 expr inh,S1P1 ag-PAM,Jurkat viability,S1P3 ag,M1 agonist
COc1ccc(OCC(O)Cn2c(Br)nc3c2c(=O)[nH]c(=O)n3C)cc1 (centres undefined),-0.2,2,-0.22,3,87,-9,-1,-0.8,-0.73
Cn1c(=O)c2c(nc(NCCCO)n2Cc2cccc(C(F)(F)F)c2)n(C)c1=O,-0.7,4,1,·,98,15,·,-3.3,-1.3
O=S(=O)(NC1CC2CCC1C2)c1ccc2c(c1)OCCO2 (centres undefined),0.2,6,0.033,6,74,-4,-1,0.1,-0.27
COc1ccc(CNC(=O)Cn2cc3c(n2)CCCCC3)cc1,-0.2,5,-0.96,10,83,-34,-1,0.4,0.0011
Cc1nc(COC(=O)c2ccc(CO)cc2)cs1,-0.5,14,-0.039,17,112,-1,10,-0.9,1.2
CCn1c(NCc2cccs2)nc2ccccc21,0.1,-4,·,0,114,·,-1,-0.8,·
